# Menin MLL FP TR: menin-MLL binding inhibition, Texas Red mutant peptide; Menin + Texas Red MLL mutant peptide, fluorescence polarization; Potency, µM (series often up to 61.6 µM), for inactives: top-dose FP activity change, negative = inhibition, hits mostly inhibitors; actives 0.23% (n = 270,000); AID 1768; active = well fitted inhibition curve with a large enough effect in the polarisation, with a control signal flat, not every such curve was filed as active; inconclusive = small, poorly fitted or top-dose-only effect, or effect the other way, or a change in a side signal; inactive = no such curve, though single readings can be large or run the other way; the % refers to the polarisation; note: potency is the fitted concentration of half-maximal effect; % of control where 0% means no effect; many of its hits are not listed in these tables
# Target sequence (O00255 whole entry, looked up): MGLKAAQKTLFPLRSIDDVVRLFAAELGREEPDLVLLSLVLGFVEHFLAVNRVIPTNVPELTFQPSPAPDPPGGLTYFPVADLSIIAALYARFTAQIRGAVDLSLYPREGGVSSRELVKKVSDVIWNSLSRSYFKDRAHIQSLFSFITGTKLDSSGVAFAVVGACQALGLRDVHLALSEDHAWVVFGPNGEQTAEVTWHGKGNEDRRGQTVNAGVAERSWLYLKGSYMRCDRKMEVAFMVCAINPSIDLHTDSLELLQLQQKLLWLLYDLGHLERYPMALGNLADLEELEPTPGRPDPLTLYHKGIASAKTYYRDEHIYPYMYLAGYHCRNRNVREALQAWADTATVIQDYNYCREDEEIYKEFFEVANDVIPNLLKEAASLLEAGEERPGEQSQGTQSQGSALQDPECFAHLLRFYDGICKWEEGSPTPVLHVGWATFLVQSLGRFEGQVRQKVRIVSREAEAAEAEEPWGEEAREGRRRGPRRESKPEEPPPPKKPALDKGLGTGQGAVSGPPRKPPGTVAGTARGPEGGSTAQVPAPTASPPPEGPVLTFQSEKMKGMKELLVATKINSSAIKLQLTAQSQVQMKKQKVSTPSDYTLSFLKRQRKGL
# PKM2 act: activators of human pyruvate kinase M2. P14618. purified PKM2, Kinase-Glo ATP luminescence, activation; response scale: 0% is enzyme alone, no compound. Potency, µM (titrated, usually from 57.5 µM), for the others: at the highest dose activation, most hits filed as activators. actives 0.34% (n = 260,000); note: potency is the fitted concentration of half-maximal effect; % is set by controls: 0 for no effect and ±100 for the full control effect; nearly all actives have a fitted effect of over 55% in size
# Target sequence (P14618 whole entry, looked up): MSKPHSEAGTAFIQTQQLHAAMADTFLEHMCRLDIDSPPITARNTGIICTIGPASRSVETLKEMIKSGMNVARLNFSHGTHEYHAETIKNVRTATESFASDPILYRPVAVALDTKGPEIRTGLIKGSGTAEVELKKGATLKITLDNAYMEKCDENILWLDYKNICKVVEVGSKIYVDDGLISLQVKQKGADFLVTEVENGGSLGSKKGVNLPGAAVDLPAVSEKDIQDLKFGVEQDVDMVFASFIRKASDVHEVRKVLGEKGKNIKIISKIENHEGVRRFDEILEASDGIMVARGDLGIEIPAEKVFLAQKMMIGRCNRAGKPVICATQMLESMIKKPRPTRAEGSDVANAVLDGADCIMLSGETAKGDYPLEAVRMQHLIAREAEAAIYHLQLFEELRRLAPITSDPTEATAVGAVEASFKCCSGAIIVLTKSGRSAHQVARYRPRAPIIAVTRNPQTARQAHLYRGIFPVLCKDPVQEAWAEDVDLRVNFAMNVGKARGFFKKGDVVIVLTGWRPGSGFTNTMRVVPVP
#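 ATP formation by purified human PK-M2, quantified via coupled luciferase luminescence after 1 h at room temperature with 0.1 mM ADP and 0.5 mM PEP final.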
# FLuc counter: firefly luciferase modulation, counter-screen for miR-21 project; P08659; purified FLuc, Km substrates, luminescence inhibition; Potency, µM (titrated, usually from 57.5 µM), inactives show top-dose activity change, negative = inhibition, actives largely listed as inhibitors; actives 6.9% (n = 360,000); AID 588342;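 note: potency is the fitted concentration of half-maximal effect; plate controls were vehicle for no effect and reference inhibitor for full effect; nearly all actives have a fitted effect of over 55% in size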
#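 Purified P. pyralis luciferase, 10 nM final, with Km-level 10 uM D-luciferin and 10 uM ATP in 50 mM Tris acetate pH 7.5, 10 mM Mg acetate, 0.01% Tween-20, 0.05% BSA; 6-point qHTS titration about 60 µM downward; luminescence read.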
# MBNL1-CUG inh: inhibitors of human MBNL1 binding to CUG repeat RNA. Q9NR56. TR-FRET MBNL1-His/biotin-(CUG)12 binding, 665/545 ratio. Potency, µM (top dose mostly 57.5 µM), without a hit: top-dose activity change, negative = inhibition, actives largely listed as inhibitors. actives 0.036% (n = 280,000); active = well fitted inhibition curve with a large enough effect in the signal ratio, with a control signal flat, not every such curve was filed as active; inconclusive = small, poorly fitted or top-dose-only effect, or effect the other way, or a change in a side signal; inactive = no such curve, though single readings can be large or run the other way; the % refers to the signal ratio; note: potency is the fitted concentration of half-maximal effect; % is set by controls: 0 for no effect and ±100 for the full control effect
#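 Compound titration spanned 92 nM–58 uM against the MBNL1-His/biotin-(CUG)12 complex. After 60 min at room temperature with 5 nM streptavidin-XL665 and 0.055 ng/ul terbium anti-His, ratiometric 665/545 nm emission (Ex 340 nm) normalized to controls.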
# NPC1 prom act: NPC1 promoter activation | Potency, µM (highest dose often 9.22 µM), inactives show top-dose activation, actives largely listed as activators | AID 485313 | actives 2.4% (n = 320,000) | Huh7 NPC1 promoter luciferase reporter, 24 h;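 note: potency is the fitted concentration of half-maximal effect; % of control where 0% means no effect; nearly all actives have a fitted effect of over 60% in size; reporter is driven by a mutant NPC1 promoter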
#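 Compounds in DMSO were transferred onto Huh7 NPC1-luciferase reporter cells pre-incubated 2 h; after 24 h at 37 °C, Amplite reagent was dispensed and luminescence recorded 10 min later.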
# KCNH2 3.1 inh: KCNH2 3.1 (human) potassium channel inhibition. U2OS KCNH2 3.1, thallium flux FluxOr; hits give low values. activity change, % (tested at about 1.8 µM). actives 0.95% (n = 340,000). AID 720553;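 active = maximum activity change below -70%; inconclusive = maximum activity change from -70% to -50%; inactive = maximum activity change above -50%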;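 note: thallium influx rate constant from kinetic fluorescence after stimulation buffer; % is set by controls: 0 for no effect and ±100 for the full control effect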
#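 Measured as rate of thallium-driven FluxOr signal in transduced U2OS cells carrying the 3.1 channel, read kinetically for 2 min upon stimulation; values are rate constants scaled to DMSO control wells.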
# ELG1 DNA repair: inhibitors of ELG1-dependent DNA repair in HEK293T cells; HEK293T ELG1-luciferase reporter, luminescence, 16 h; DNA damage induced by 5-fluorouridine; Potency, µM (series often up to 46.1 µM), for the others: top-dose activity change, negative = inhibition, hits mostly inhibitors; actives 2.3% (n = 330,000); AID 504467; note: potency is the fitted concentration of half-maximal effect; % is set by controls: 0 for no effect and ±100 for the full control effect; nearly all actives have a fitted effect of over 55% in size
#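 HEK293T cells expressing luciferase-tagged ELG1 (2,000/well) received 5-Fluorouridine plus compound or DMSO for 16 hr at 37 °C. Luciferase was read by ONE-Glo luminescence after 30 min at room temperature.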
# RORgamma inh: blocks mouse ROR gamma transcriptional activity; P51450; Drosophila S2 Gal4-RORgamma UAS-luciferase reporter, 20 h; Potency, µM (highest dose often 53.6 µM), inactives show at the top dose activity change, negative = inhibition, most hits filed as inhibitors; actives 5.4% (n = 310,000); note: potency is the fitted concentration of half-maximal effect; % is set by controls: 0 for no effect and ±100 for the full control effect; nearly all actives have a fitted effect of over 60% in size
#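 Luminescence from a UAS-regulated Photinus luciferase reporter in stably transfected Drosophila Schneider cells is measured; decreased signal marks ROR gamma inhibition. Fusion expression is induced by 700 uM copper sulfate for 20 hr.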
# VP16 counter: inhibits Gal4-VP16 luciferase reporter, ROR gamma counter-screen. Drosophila S2 Gal4-VP16 UAS-luciferase, luminescence, 20 h. Potency, µM (titrated, usually from 53.6 µM), for the others: at the top dose activity, negative = inhibition, actives largely listed as inhibitors. actives 3.5% (n = 310,000). AID 2546;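 note: Gal4-VP16 expression switched on by copper sulfate through the metallothionein promoter; potency is the fitted concentration of half-maximal effect; % is set by controls: 0 for no effect and ±100 for the full control effect; nearly all actives have a fitted effect of over 50% in size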
# Mito fusion yeast: inhibitors of mitochondrial division or activators of mitochondrial fusion | S. cerevisiae fusion-defective mutant growth rescue, CellTiterGlo 48 h | Potency, µM (top dose mostly 46.1 µM), without a hit: at the highest dose growth rescue (activation), hits mostly activators | actives 0.23% (n = 320,000) | AID 485298;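 note: potency is the fitted concentration of half-maximal effect; % of control where 0% means no effect; nearly all actives have a fitted effect of over 45% in size; temperature-sensitive fusion mutants such as fzo1-1 at 37 °C on non-fermentable ethanol glycerol medium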
#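 Temperature-sensitive fusion-defective S. cerevisiae (e.g. fzo1-1, mgm1-5) were grown with compound in YPEG medium (3% ethanol, 3% glycerol) for 48 hours at 37C. Growth rescue was measured as viability by CellTiterGlo luminescence after 10 minutes at ambient.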
# Rab9 promoter act: Rab9 promoter activation; Potency, µM (titrated, usually from 9.22 µM), for the others: at the top dose activation, negative = inhibition, most hits filed as activators; actives 2.8% (n = 320,000); Huh7 Rab9 promoter-luciferase reporter, luminescence, 24 h; note: potency is the fitted concentration of half-maximal effect; % of control where 0% means no effect; nearly all actives have a fitted effect of over 60% in size
#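 Luciferase signal after 10 min detection reagent at ambient indicates Rab9 promoter upregulation; stably transfected Huh7 cells were treated 24 h with compound in DMSO at 37 °C, 5% CO2.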
# An asterisk follows results filed as active; ? = inconclusive; . = no result given; & = joins results of further samples; [ ] = dose if it differs, or a comment. Unless noted, calls come from the whole dose curve; as a rule, active = well fitted curve in the direction sought with a large enough effect; inconclusive = small, poorly fitted or top-dose-only effect, or another doubt; inactive = no such curve, though single readings can be large; an effect the other way counts as inactive or inconclusive. Some of the compounds tested; count on the stated rates, not on these rows.
SMILES,Menin MLL FP TR,PKM2 act,FLuc counter,MBNL1-CUG inh,NPC1 prom act,KCNH2 3.1 inh,ELG1 DNA repair,RORgamma inh,VP16 counter,Mito fusion yeast,Rab9 promoter act
COc1ccc(C(=O)N(C)CC(O)c2ccccc2)cc1OC1CCN(C(C)=O)CC1 (stereo unspecified),.,-2%,3%,-1%,1%,9,-5%,0%,-1%,-1%,-4%
COc1cc2c(cc1OC)CN(C(=O)c1cc(S(=O)(=O)N3CCOCC3)ccc1Cl)CC2,1%,13%,1%,-2%,-3%,5,?,0%[10 µM],3%,2%,-3%
O=C(NCC(O)c1ccccc1)Nc1cccs1 (stereo unspecified),6%,.,?,0%,6%,-12,?,4%,-13%,3%,25%
Clc1ccc(-c2nc3n(n2)Cc2ccccc2-3)cc1,-21%,-28%,0.54µM*,?,3.2µM*,-4,?,-3%,-7%,1%,1.6µM*
COc1ccc(S(=O)(=O)N(CC(N)=O)C2CCCCC2)cc1Cl,-4%,22%,3%,-1%,1%,2,-2%,46%,3%,-4%,-4%
CCc1nnc(NS(=O)(=O)c2ccc(N/C=C\C(=O)c3ccc(C)cc3)cc2)s1,?,7%,19µM*,18%,0%,-1,?,35%,-7%,0%,-7%
CC(=O)c1c(N2CCCCC2)nc(=S)n(Cc2ccccc2)c1C,-18%,2%,-3%,-18%,0%,9,-9%,11µM*,-25%,-8%,-6%
CN(C)CCNC(=O)Nc1ccc([N+](=O)[O-])cc1,19%,0%,0%,?,-2%,-13,6%,-3%,2%,8%,-11%
Cc1ccc(-n2nnnc2SCC(=O)Nc2ccc(N3CCN(C)CC3)cc2)c(C)c1,.,.,-2%,2%,6%,-21,13%,-22%,-17%,-24%,-11%
CN(C(=O)Cn1c(=O)oc2ccccc21)C1CCCCC1,.,.,6%,.,-2%,-8,?,.,.,2%,-9%
CCc1cc2c(=O)oc(-c3ccc(F)cc3)nc2s1,34%[activator],-1%[11.5 µM],4.8µM*,-1%,2%,18,2%,17%,4%,-6%,12%
Cn1c(=O)[nH]c(=O)c2c1nc(CN1CCOCC1)n2Cc1ccc(F)cc1,4%,3%,0%,-2%,3%,-5,0%,-7%,-2%,0%,-3%
Cc1cc(-c2nnc(SCC(=O)Nc3ccccc3F)n2N)n[nH]1,.,.,0%,1%,-3%,13,11%,-19%,-14%,-1%,-2%
CN(C(=O)COc1cc(=O)n(C)c2ccccc12)c1ccc(Cl)cc1,2%,3%,3%,-21%,0%,10,?,-8%,0%,0%,-9%
Cc1cc(NC(=O)CSCC(=O)OC(C)C(=O)N(C)Cc2ccccc2)no1 (stereo unspecified),.,.,-1%,.,2%,5,-12%,.,.,0%,-5%
COc1ccc(S(=O)(=O)N2CCCC2)cc1C(=O)N1CCOCC1,8%,-1%,-2%,-4%,-5%,-10,-9%,-18%,2%,23%,-4%
O=C(CN1C(=O)S/C(=C/c2cccs2)C1=O)N1CCOCC1,5%,1%,-8%,?,-2%,1,4%,23%,9%,7%,2%
Cc1ccc2c(c1)N(CC(=O)NCCCN1CCCCC1C)C(=O)c1cccnc1O2 (stereo unspecified),.,.,-2%&1%,3%,-15%,23,25%,-2%,-7%,-1%,2%
Cc1ccc(-c2nnc(N(C)C(=O)c3ccncc3)s2)cn1,-3%,0%,-4%,-3%,3%,6,?,14%,2%,2%,17%
O=C(CCCN1C(=O)/C(=C/c2ccco2)SC1=S)Nc1cccc(C(=O)O)c1,.,3%,-16%,.,?,0,0%,-11%,-25%,-3%,14%
O=C(CCc1nnc(Cc2ccc3c(c2)OCO3)o1)N(CC1CCC1)CC1CCCO1 (stereo unspecified),.,-5%,0%,9%,-3%,-4,-1%,15%,-3%,3%,-2%
COc1cc(Cl)c(C)cc1NC(=S)NN,?,3%,-17%,6%,-5%,-9,-26%,2.5µM*,?,3%,-11%
COc1ccc(S(=O)(=O)N2CCN(C(=O)C3CC3)CC2)cc1Br,.,.,-1%,.,3%,5,-10%,.,.,1%,1%
FC(F)(F)c1cccc(/C=N/NC(=S)NC2CCCCC2)c1,9%,3%,0%,-2%,-4%,-11,1%,0.56µM*,6.3µM*,24%,-2%
O=C(N/N=C/c1ccc2nccnc2c1)c1ccccc1O,.,-10%,0.27µM*,.,?,.,?,6.3µM*,?,-4%,?

# Single records (already shown). Screens in order: Menin MLL FP TR | PKM2 act | FLuc counter | MBNL1-CUG inh | NPC1 prom act | KCNH2 3.1 inh | ELG1 DNA repair | RORgamma inh | VP16 counter | Mito fusion yeast | Rab9 promoter act
# Cc1cc(NC(=O)CSCC(=O)OC(C)C(=O)N(C)Cc2ccccc2)no1 (stereo unspecified) in the list: . | . | -1% | . | 2% | 5 | -12% | . | . | 0% | -5%
# Cc1cc(-c2nnc(SCC(=O)Nc3ccccc3F)n2N)n[nH]1 in the list: . | . | 0% | 1% | -3% | 13 | 11% | -19% | -14% | -1% | -2%
# COc1ccc(S(=O)(=O)N2CCN(C(=O)C3CC3)CC2)cc1Br in the list: . | . | -1% | . | 3% | 5 | -10% | . | . | 1% | 1%
# CC(=O)c1c(N2CCCCC2)nc(=S)n(Cc2ccccc2)c1C in the list: -18% | 2% | -3% | -18% | 0% | 9 | -9% | 11µM* | -25% | -8% | -6%

# Additional results.
SMILES,Menin MLL FP TR,PKM2 act,FLuc counter,MBNL1-CUG inh,NPC1 prom act,KCNH2 3.1 inh,ELG1 DNA repair,RORgamma inh,VP16 counter,Mito fusion yeast,Rab9 promoter act
Cc1cc(C(=O)CSc2nc3ccccc3n2CCC#N)c(C)n1Cc1cccs1,9%,0%,?,3%,25%,-9,23%,24%,20%,-3%,?
COc1ccc(N=Nc2n(C)c3ccccc3[n+]2C)cc1,.,-77%,0.076µM*,?,0.71µM*,.,?,1.1µM*,2µM*,-16%,?
COc1ccccc1-c1nnc(SCC(=O)NNC(=O)c2ccccc2F)n1C,.,.,1%,.,-1%,4,21%,.,.,0%,-10%
Cc1ccnc(N2CCCC(C(=O)Nc3nnc(C)s3)C2)n1 (stereo unspecified),-2%,-4%,0%,-7%,-1%,-3,-8%,1%[10 µM],-6%,-3%,0%
COCCN(CC(=O)Nc1cccc(C)c1C)C(=O)c1cc(S(=O)(=O)N2CCCC2)ccc1C,.,.,-10%,.,-5%,-9,-9%,.,.,-3%,0%
CCOc1cc(C(c2c(C)[nH][nH]c2=O)c2c(C)[nH][nH]c2=O)ccc1OC(=O)c1cccc([N+](=O)[O-])c1,12%,7%,4%,?,1%,4,-1%,1%,0%,-3%,2%
CCCN1C2CCCC1CC(NC(=O)NC1CCCCC1)C2 (stereo unspecified),3%,2%,0%,4%,3%,-5,?,?,10%,-3%,16%
NNC(=O)c1ccc(Cn2cccn2)o1,.,2%,?,1%,1%,-3,6%,-36%,18%,-3%,1%
CCOC(=O)c1c(C)n(C)c2ccc(O)c(S(=O)(=O)c3ccccc3)c12,-14%,-13%,1%,3%,2%,20,2%,29%,1%,-1%,-6%
CN1C(C(=O)Nc2cccc(O)c2)=CC(c2cccs2)=NS1(=O)=O,?,0%,4%&-6%,?,-1%,-14,3%,40%,-4%,3%,6%
O=C(COc1ccccc1)Nc1ccc(-c2nnc(-c3ccco3)o2)cc1,-19%,7%,1%,4%,?,6,24%,-5%,-3%,2%,1.1µM*
CCC(=O)N1CCc2cc(S(=O)(=O)NC(CC(C)C)C(=O)N3CCc4ccccc43)ccc21 (stereo unspecified),-7%,-7%,3%,7%,-3%,16,-12%,-1%,4%,-1%,-3%
Cc1ccc(C(=O)NCc2ccco2)cc1Br,1%,5%,-15%,-6%,6%,-16,17%,24%,7%,-3%,13%
CCOC(=O)COc1cccc2c(=O)n(CC(N)=O)ccc12,.,1%,-2%,-2%,-3%,-8,?,5%,-7%,3%,-1%

# Only FLuc counter, for some of the entries so far:
mol	FLuc counter
CCOC(=O)c1c(C)n(C)c2ccc(O)c(S(=O)(=O)c3ccccc3)c12	1%
CN1C(C(=O)Nc2cccc(O)c2)=CC(c2cccs2)=NS1(=O)=O	4%&-6%
